High-throughput results deposited in PubChem by several laboratories.
V-ATPase pHluor = alters yeast V-ATPase proton transport; S. cerevisiae, pHLuorin cytosolic pH fluorescence; response, % at 10 µM; actives 0.37% (n = 350,000); AID 504577; in the data active = response mostly above about 7.3%, no sharp cut-off; inactive = mostly below about 5.4%; note: actives read high; inactives centre near 0; some compounds called inactive have numbers as strong as hits; reference of the scale not given here
Wnt act = Wnt/beta-catenin pathway activation; Wnt/beta-catenin reporter cell assay, activator, plate reader; activation, % at 9.35 µM; actives 1.2% (n = 300,000); in the data active = activation above about 30%, passing the limit was not always enough; inconclusive = no clear call, values can overlap the other calls;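 note: 0% = neutral control wells and 100% = positive control wells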
Starred values were filed as active, the others as inactive; ? = inconclusive. Only part of the results is shown; rates above refer to the full screens.

canonical_smiles | V-ATPase pHluor | Wnt act
O=C1NC(Cc2ccc(O)cc2)c2nc3cc(Cl)ccc3c(=O)n2-c2ncccc21 (stereo not given) | 1 | -3
Cc1ccc2nc(N(CCN(C)C)C(=O)C3CCN(S(=O)(=O)c4cccs4)CC3)sc2c1 | -1 | -2
NC(=O)C1CCN(CC(=O)Nc2ccc3c(c2)OCO3)CC1 | -5 | -3
CCOc1ccc(NC(=S)N2CCC(C(=O)c3ccc(OC)cc3)CC2)cc1 | -1 | 4
CN1C(=O)[C@H]2[C@@H](c3ccc(C(F)(F)F)cc3)N[C@]3(CCCN(Cc4ccc(F)cc4)C3=O)[C@H]2C1=O | 5 | -1
O=C(CNc1ccc(C(F)(F)F)cc1)Nc1cccc(S(=O)(=O)N2CCCCC2)c1 | 5 | -1
C[C@@H]1CN([C@H](C)CO)C(=O)CCCn2nncc2CO[C@@H]1CN(C)S(=O)(=O)c1ccc2c(c1)OCCCO2 | 0 | -2
Cc1ccc(S(=O)(=O)N2C[C@H]3C(=O)C[C@@H](c4ccccc4)N(S(=O)(=O)c4ccc(C)cc4)[C@H]3C[C@H]2c2cccc(Cl)c2)cc1 | -1 | -2
Cc1cccc(OCc2nnc(SCC(=O)NCc3ccc4c(c3)OCO4)o2)c1 | -4 | -5
COc1ccc(N2CC(C)(C)[C@H](CC(=O)Nc3ccc(Br)cc3)C2=O)cc1 | -2 | -2
CCc1ccc(/C=C2\SC(=S)N(CCCC(=O)Nc3cc(C)on3)C2=O)cc1 | -2 | -1
O=C1C2CC(O)CN2C(=S)N1Cc1ccccc1 (stereo not given) | -12 | -2
CC(C)C(=O)N1CCCCCCN1C(=O)C(C)C | 2 | 29
Cc1ccc(CS(=O)Cc2ccc(C(=O)N3CCN(c4cccc(C)c4C)CC3)o2)cc1 (stereo not given) | -1 | -6
COc1ccc(-c2ccc(CN3C(CC(C)C)C(=O)N(Cc4cn(CC5CCCCC5)nn4)CCS3(=O)=O)cc2)cc1 (stereo not given) | 0 | -7
COc1ccc(-n2sc3ccccc3c2=O)cc1 | 4 | 12
CC(C)n1ncc2c(C(=O)Nc3ccccc3SCC(N)=O)cc(C3CC3)nc21 | -1 | 1
CCN(CC)CCOC(=O)c1ccc(N/C=C(/C#N)c2nc(-c3cccc(OC)c3)cs2)cc1 | -2 | -3
Nc1ccccc1SC(CC(=O)c1ccccc1)c1cccc([N+](=O)[O-])c1 (stereo not given) | -1 | -21
Nc1ccc(S(=O)(=O)Nc2nc(-c3ccccc3)cc(-c3ccccc3O)n2)cc1 | -2 | 3
CS(=O)(=O)N(CC(=O)N1CCCC1)c1ccc(F)cc1 | 2 | -7
COc1ccc(N2CCN(C(=O)COC(=O)CC(NC(N)=O)c3ccc(Cl)cc3)CC2)cc1 (stereo not given) | 1 | -1
CC(C)c1ccc(S(=O)(=O)NCCCN2CCOCC2)cc1 | -2 | -2
C[C@H](CO)N1C[C@H](C)[C@@H](CN(C)Cc2ccncc2)Oc2ncc(Br)cc2C1=O | -4 | -1
O=c1[nH]c2ccc(Br)cc2c(=O)o1 | -4 | -1
Cc1noc(C)c1NC(=O)N(C)C[C@@H]1OCc2cnnn2CCCC(=O)N([C@@H](C)CO)C[C@H]1C | 2 | -2
Cc1ccc(-c2ccc3c(c2)O[C@H](CN(C)C(=O)CC2CC2)[C@H](C)CN([C@@H](C)CO)S3(=O)=O)cc1 | 2 | 1
O=C(CSc1n[nH]c(=O)n1Cc1ccco1)Nc1ccccc1 | -7 | 1
C[C@H]1CN([C@@H](C)CO)C(=O)c2cc(Br)cnc2O[C@H]1CN(C)S(=O)(=O)c1ccccc1F | -1 | -3
COc1cc(OC)c(C=Cc2ccncn2)c(OC)c1 | 5 | 1

Next section, overlapping the part above by seven compounds.
canonical_smiles | V-ATPase pHluor | Wnt act
C[C@H](CO)N1C[C@H](C)[C@@H](CN(C)Cc2ccncc2)Oc2ncc(Br)cc2C1=O | -4 | -1
O=c1[nH]c2ccc(Br)cc2c(=O)o1 | -4 | -1
Cc1noc(C)c1NC(=O)N(C)C[C@@H]1OCc2cnnn2CCCC(=O)N([C@@H](C)CO)C[C@H]1C | 2 | -2
Cc1ccc(-c2ccc3c(c2)O[C@H](CN(C)C(=O)CC2CC2)[C@H](C)CN([C@@H](C)CO)S3(=O)=O)cc1 | 2 | 1
O=C(CSc1n[nH]c(=O)n1Cc1ccco1)Nc1ccccc1 | -7 | 1
C[C@H]1CN([C@@H](C)CO)C(=O)c2cc(Br)cnc2O[C@H]1CN(C)S(=O)(=O)c1ccccc1F | -1 | -3
COc1cc(OC)c(C=Cc2ccncn2)c(OC)c1 | 5 | 1
C[C@@H]1CN([C@@H](C)CO)C(=O)c2cc(Br)cnc2O[C@H]1CN(C)C(=O)CCN1CCCCC1 | 0 | -2
COCCN(C(=O)COC(=O)C12CC3CC(CC(O)(C3)C1)C2)c1c(N)n(Cc2ccccc2)c(=O)[nH]c1=O | 1 | 5
CC1=C(C(=O)N2CCOCC2)CC(CC(=O)NC2CCCC2)C(=O)N1CCCN1CCCC1=O (stereo not given) | -1 | -2
COc1ccccc1/C=N/Nc1nc(C)cc(=O)[nH]1 | 0 | -1
CCCCN1C[C@H](CSC)[C@@H](CC(=O)NC)C1=O | 0 | 0
Cc1ccc([C@H]2N[C@]3(CCCN(Cc4ccc(F)cc4)C3=O)[C@H]3C(=O)N(Cc4ccccc4)C(=O)[C@@H]23)cc1 | 2 | -2
C[C@H](CO)N1C[C@H](C)[C@@H](CN(C)Cc2ccc(-c3ccccc3)cc2)OCc2cnnn2CCCC1=O | 1 | -1
Cc1ccc(-c2cc3nc(C)cc(N4CCN(C(=O)c5ccoc5)CC4)n3n2)cc1 | -1 | -4
COc1ccc(CC(=O)Nc2ccccc2N2CCCCC2)cc1OC | 3 | 1
C[C@H](CO)N1C[C@H](C)[C@@H](CN(C)Cc2cccc(F)c2)Oc2cc(-c3cccc(C#N)c3)ccc2S1(=O)=O | 0 | 0
CC1CCc2sc(C(=O)NN=C3CCCC3)cc2C1 (stereo not given) | 0 | -1
S=c1[nH]nc(-c2cccs2)n1/N=C/c1cn(-c2ccccc2)nc1-c1cccs1 | -1 | 20
O=C1CNc2cc(Cl)ccc2N1 | 1 | -4
C[C@@H]1CN([C@@H](C)CO)C(=O)CCCn2nncc2CO[C@H]1CN(C)C(=O)C1CCCCC1 | 0 | 1
C[C@@H]1CN([C@H](C)CO)C(=O)CCCn2cc(nn2)CO[C@H]1CN(C)C(=O)Nc1ccccc1C(F)(F)F | -1 | -4
CC(C)(C)SCCNC(=O)/C=C/c1ccccc1 | -3 | 2
COc1ccc(C(=O)NCCCNc2nc3cc(C)cc(C)c3cc2C#N)cc1 | 1 | -2
CN(C)CCCn1c(N)c(S(=O)(=O)c2ccccc2)c2nc3ccccc3nc21 | 1 | 6
O=C(c1cccs1)N1C[C@H](n2cc(C3CC3)nn2)[C@@H](O)C[C@@H]1c1ccc(Cl)cc1 | -1 | -1
CC1C(=O)N(Cc2cn(CCC3OCCCO3)nn2)CCS(=O)(=O)N1Cc1ccc(-c2ccncc2)cc1 (stereo not given) | -1 | -1
C[C@@H]1CCCCO[C@@H](CN(C)C(=O)CCCN(C)C)[C@@H](C)CN([C@H](C)CO)C(=O)c2cc(NC(=O)CCC(F)(F)F)ccc2O1 | -2 | -1
O=C(CN1CCN(Cc2ccccc2Cl)CC1)N/N=C/c1cccs1 | 1 | -1
O=C1Nc2ccccc2SC1=Cc1ccccc1 | -4 | ?
CC(C)OCCCNC(=O)CN1C(=O)CSc2ccc(S(=O)(=O)N3CCOCC3)cc21 | -4 | -8
O=C(Cn1cnc2ccccc2c1=O)NNC(=O)c1ccccc1 | 8 | 0
O=C(COC(=O)c1cccc(S(=O)(=O)N2CCCCC2)c1)NCc1cccc(Cl)c1 | -1 | -1
C[C@@H]1CN([C@@H](C)CO)S(=O)(=O)c2ccc(Br)cc2O[C@H]1CN(C)C(=O)Cc1cccnc1 | 0 | -2
Cc1cc(=O)oc2cc(OCCSCCN3CCCC3)ccc12 | -1 | -5
COC(Cn1c2c(c3cc(C)ccc31)CCCC2NCc1ccccc1)OC (stereo not given) | -2 | 6
COc1ncnc2c1ncn2CCCN(C)CCc1ccccn1 | -3 | -2

(cont.)
Values run as follows: V-ATPase pHluor, Wnt act
Cn1cnc(S(=O)(=O)N2CCN(c3ccc(F)cc3)CC2)c1
  0, 0
COC(=O)C1=C(N)Oc2c(oc(CO)cc2=O)C1c1ccc(F)cc1 (stereo not given)
  5, 40*
Cc1ccccc1NC(=O)C(C)Sc1nnc(CN2CCCC2)n1Cc1ccccc1 (stereo not given)
  2, -2
COc1ccc(N2c3ccccc3CN(Cc3ccccc3)CC2Cc2cc(OC)c(OC)c(OC)c2)cc1 (stereo not given)
  1, -2
Cc1nc(SCC(=O)c2cc(C)n(C3CC3)c2C)c2ccccc2n1
  1, -2
Cc1cccc(C(=O)OCC(=O)Nc2sccc2C(N)=O)c1C
  0, 1
CCN(CC)C(=O)C1=C(C)N(Cc2ccc(F)cc2)C(=O)C(CC(=O)NC2CCCCC2)C1 (stereo not given)
  -2, -1
C[C@@H]1CN([C@@H](C)CO)C(=O)CCCn2nncc2CO[C@H]1CN(C)C
  0, -2
CC(=O)Oc1ccc2c(c1)C(=O)CCCCCC(=O)O2
  -1, -1
COc1ccc(S(=O)(=O)Nc2ccc3c(c2)C(=O)N([C@@H](C)CO)C[C@@H](C)[C@H](CN(C)C(=O)CCCN(C)C)OCCCC[C@H](C)O3)cc1
  3, -1
CC1(C)SC(=S)N(c2ccccc2)C1/[N+]([O-])=C/c1cccc([N+](=O)[O-])c1 (stereo not given)
  2, -3
COc1ccc(NC(=O)c2ccc(-c3ccc(F)cc3)o2)cc1OC
  1, 5
O=C(CCNC(=O)c1ccccc1Cl)Nc1ccc(S(=O)(=O)N2CCOCC2)cc1
  -1, -5
COc1ccc([N+](=O)[O-])c(C=CC(=O)c2ccccn2)c1
  2, 7
CCC1NC(=O)c2cccnc2-n2c1nc1cc(F)ccc1c2=O (stereo not given)
  2, 0
COc1ccc([C@H]2C[C@@H](O)[C@H](n3cc(-c4ccc(F)cc4)nn3)CN2C(=O)C2CCCCC2)cc1
  7.0*, -2
COC(=O)[C@@H](NS(=O)(=O)c1ccc(F)cc1Br)C(C)C
  0, -1
O=C(CCc1ccccc1)Oc1ccccc1[N+](=O)[O-]
  11, 0
CCn1cc(C(=O)NCc2ccncc2)c(=O)c2cc(F)c(N3CCN(C(=O)c4ccco4)CC3)cc21
  2, -2
C[C@@H]1CCCCO[C@@H](CN(C)Cc2ccncc2)[C@@H](C)CN([C@H](C)CO)C(=O)c2cc(NC(=O)c3ccccc3)ccc2O1
  0, -5
CC(=O)c1c(COC(=O)c2ccc(F)cc2)nc2ccccc2[n+]1[O-]
  -5, 0
COc1ccc(-c2c(C#N)cnc(C)c2C)c(O)c1OC
  2, -3
CSc1ncnc2c1ncn2CCCNCc1ccco1
  -1, -1
COc1ccc2c(c1)C(=O)C1(CC2)OC1c1cccnc1 (stereo not given)
  3, 0
O=Cc1cccc(OCc2cn(CC(=O)c3ccc(O)cc3)nn2)c1
  2, -1
COc1ccccc1N1CCN(S(=O)(=O)CCNC(=O)c2cccs2)CC1
  0, -5
S=c1[nH]cnc2scc(-c3ccc(Cl)cc3)c12
  0, -2
Cc1cc(N(C)C)cc(C)c1N=Nc1cc[n+]([O-])cc1
  -4, -1
CC1(C)CN(CCc2ccccc2)C(=O)[C@H]1CC(=O)Nc1ccc(Br)cc1
  0, -1
COc1ccc([C@H]2N[C@]3(CCCN(Cc4ccc(F)cc4)C3=O)[C@H]3C(=O)N(C)C(=O)[C@@H]23)cc1
  -2, -5
Cc1onc(-c2ccccc2)c1C(=O)OCC(=O)Nc1ccccc1Cl
  2, 1
Cc1cc(C(=O)NNC(C)Cc2ccccc2)no1 (stereo not given)
  0, -4
Cc1nn(-c2ccccc2)c(C)c1C=O
  2, 2
NCC1C2CCC(O2)C1CO (stereo not given)
  -1, -6
COc1ccc(Br)cc1CNC(=O)C1CCCN(S(=O)(=O)N2CCC(C)CC2)C1 (stereo not given)
  -1, -1
CCN1CCN(C(=O)/C=C/c2ccc(F)cc2)CC1
  -4, -1
c1ccc(CN=C2CCCc3ccccc3N2)cc1
  -3, 0
COc1ccc(OC)c(CN2CCN(Cc3ccc(OC)c(OC)c3OC)CC2)c1
  1, -3
CCCCNC(=O)C(=O)NCc1ccncc1
  -1, 20
O=C(COC(=O)c1cc(F)c(F)cc1Cl)NC1CCCCCC1
  1, 0
CC(=O)N1CCN(S(=O)(=O)c2cccc(C(=O)OCc3ccc(F)cc3)c2)CC1
  0, -4
COC(=O)c1csc(C2OC(CO)C(O)C2O)n1 (stereo not given)
  2, -1
CC(=O)c1cn(C2OC(CO)C3OC(C)(C)OC32)c(=O)n(C)c1=O (stereo not given)
  0, -1
CC(/C=N\NC(=O)Cn1cncn1)=C/c1ccc(C(C)C)cc1
  1, 2
CCC[C@H]1CN(Cc2ccccc2)C(=O)[C@@H]1CC(=O)NC
  -2, -2
CC(NCC(=O)Nc1ccccc1C(=O)NC1CC1)c1ccc(Cl)cc1 (stereo not given)
  -1, -2
Cn1c(=O)c2c(-c3ccccc3)n(-c3cc([N+](=O)[O-])ccc3O)cc2n(C)c1=O
  0, 0
N#Cc1cccc(OC(=O)C2CCN(C(=O)c3ccc(F)cc3)CC2)c1
  -1, 1
CC(=O)Oc1ccc(N(C(C)=O)S(=O)(=O)c2ccccc2)c2ccccc12
  1, 8
COc1ccc(NC(=O)Nc2ccc3nonc3c2)cc1
  -2, 39*
COc1ccc(S(=O)(=O)n2cccc2)cc1
  3, 19
COCOCCn1cc(CN2CCS(=O)(=O)N(Cc3ccc(-c4ccc(OC)nc4)cc3)C(C(C)C)C2=O)nn1 (stereo not given)
  -1, -2
CC1C(=O)N(Cc2cn(Cc3ccco3)nn2)CCS(=O)(=O)N1Cc1ccc(-c2ccncc2)cc1 (stereo not given)
  1, -1

V-ATPase pHluor, what is marked active above
Values run as follows: V-ATPase pHluor, Wnt act
COc1ccc([C@H]2C[C@@H](O)[C@H](n3cc(-c4ccc(F)cc4)nn3)CN2C(=O)C2CCCCC2)cc1
  7.0*, -2
